# SMARCA2 activ – activators of SMARCA2 function | AID 652017 | activation, % at 9.1 µM | MG213 cells, MMTV-luciferase reporter, dexamethasone, overnight | 1% of 370,000 active; in the data active = activation above about 7.8%;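 note: 0% = vehicle wells and 100% = reference activator wells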
# hcDAF12 agonist – activates DAF-12 receptor from parasite H. contortus | HEK293 hcDAF-12 lit1-tk-luc reporter, luminescence; 0% DMSO, 100% Δ7-dafachronic acid | activation, % at 6.8 µM | 1.4% of 370,000 active | AID 652067;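 active = activation above the mean of all tested compounds plus 3 SD, cut at about 5.5% in these data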;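 note: 100% = response to 3 µM Δ7-dafachronic acid high control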
# DAX1 inh-1 – inhibitors of human orphan nuclear receptor DAX1 (NR0B1); inhibition, % at 6.75 µM; AID 504766; 0.99% of 340,000 active; HEK293 Gal4-DAX1 luciferase reporter, luminescence; P51843;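 active = inhibition above the mean over all tested compounds plus 3 SD, cut at about 4.2% in these data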;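 note: 0% = DAX1-transfected cells with DMSO and 100% = empty-vector control cells with DMSO; inhibition shows as a rise in luminescence from relieved DAX1 repression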
# Target sequence (P51843 207-470 limits assumed): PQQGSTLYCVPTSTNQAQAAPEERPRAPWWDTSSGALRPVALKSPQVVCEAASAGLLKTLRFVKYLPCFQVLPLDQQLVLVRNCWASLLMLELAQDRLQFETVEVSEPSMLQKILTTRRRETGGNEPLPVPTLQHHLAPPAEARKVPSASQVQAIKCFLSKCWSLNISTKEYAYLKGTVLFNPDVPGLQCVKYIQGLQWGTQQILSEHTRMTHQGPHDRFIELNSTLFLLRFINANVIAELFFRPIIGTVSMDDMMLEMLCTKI
# ADAM10 inh – inhibitors of human ADAM10; recombinant ADAM10, EDANS/DABCYL FRET peptide cleavage, 3 h; inhibition, % at 7 µM; 0.62% of 370,000 active; AID 720582; O14672;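 active = inhibition above a per-campaign cutoff equal to the mean of compounds falling between control-based bounds plus 3 SD, cut at about 20% in these data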;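 note: 0% = DMSO wells while the 100% control is not disclosed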
# hgDAF12 agonist – agonists of H. glycines DAF-12 nuclear receptor. HEK293 GAL4-hgDAF12 UAS-luciferase reporter, agonist luminescence; normalized to butyrate control. 1.8% of 370,000 active. activation, % at 6.8 µM;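 active = activation above a cutoff set at the mean of all screened compounds plus 3 SD, cut at about 10% in these data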;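 note: 0% = DMSO wells and 100% = sodium butyrate wells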
# HGIII-sPLA2 inh – Blocks human group III sPLA2 activity; 0.56% of 370,000 active; QFRET BODIPY PC-A2 liposome hydrolysis, fluorescence; inhibition, % at 12.2 µM; Q9NZ20;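 active = inhibition above mean plus 3 SD of compounds lying within the high and low control bounds, cut at about 19% in these data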;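 note: 0% = median of test compound wells and 100% = no enzyme DMSO wells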
# Target sequence (Q9NZ20 whole entry, looked up): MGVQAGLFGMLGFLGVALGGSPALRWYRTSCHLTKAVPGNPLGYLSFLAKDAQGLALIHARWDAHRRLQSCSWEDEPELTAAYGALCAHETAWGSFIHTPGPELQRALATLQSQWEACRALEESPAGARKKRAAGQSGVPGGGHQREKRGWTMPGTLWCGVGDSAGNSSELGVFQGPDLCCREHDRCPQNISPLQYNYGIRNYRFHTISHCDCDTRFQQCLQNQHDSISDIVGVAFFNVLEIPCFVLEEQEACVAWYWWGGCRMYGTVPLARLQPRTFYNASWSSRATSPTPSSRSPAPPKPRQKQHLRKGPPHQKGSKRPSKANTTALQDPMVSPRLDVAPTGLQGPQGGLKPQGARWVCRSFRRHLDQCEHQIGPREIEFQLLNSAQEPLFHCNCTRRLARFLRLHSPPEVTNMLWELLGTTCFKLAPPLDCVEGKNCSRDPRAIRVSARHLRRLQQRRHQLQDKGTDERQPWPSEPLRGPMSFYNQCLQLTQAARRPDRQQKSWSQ
# DAX1 inh-2 – blocks DAX1 repression of SF-1 activated StAR promoter; HEK293T StAR-luciferase reporter, SF-1/DAX-1 repression relief; inhibition, % at 6.8 µM; 1.1% of 370,000 active; AID 652010;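 active = inhibition above the mean over all tested compounds plus 3 SD, cut at about 3.6% in these data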;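 note: 0% = DAX-1 cells with DMSO and 100% = cells lacking DAX-1 with DMSO; higher inhibition means more luminescence from relief of DAX-1 repression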
# GC-A act – GC-A (human) enzyme activation | HEK293 GC-A cells, cGMP TR-FRET, EC30 ANP; 0% at EC30 ANP, 100% saturating ANP | AID 1671463 | activation, % at 10 µM | P16066 | 0.14% of 370,000 active; in the data active = activation above about 40%
# ssDAF-12 act – activates DAF-12 receptor from parasite S. stercoralis; activation, % at 6.8 µM; HEK293 ssDAF-12/GRIP1 lit1-tk-luc reporter, luminescence; % of 3 µM dafachronic acid response; 1% of 370,000 active;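 active = activation above the mean over all tested compounds plus 3 SD, cut at about 0.9% in these data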;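 note: 0% = DMSO-only wells and 100% = 3 µM delta7-dafachronic acid wells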
# FXN GAA850 act – activators of GAA850 frataxin (FXN) promoter; activation, % at 6 µM; AID 540364; 0.56% of 360,000 active; HEK293 lucGAA850 FXN promoter luciferase reporter, 24 h; percent of 10 µM SAHA response;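 active = activation above the average of all compounds screened plus 3 SD, cutoff fixed separately per campaign, cut at about 7.5% in these data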;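 note: 0% = DMSO wells and 100% = 10 µM SAHA wells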
# NPR2 activator – GC-B (human) receptor activation. P20594. HEK293-GC-B cells, CNP EC30, cGMP TR-FRET; 0% at EC30 CNP, 100% saturating CNP. activation, % at 10 µM. 0.11% of 370,000 active;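 active = activation at 10 µM reaching about 35% in either raw or pattern-adjusted values, limit read from the data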
# The depositor's hits bear a star; i = inactive; · = no result given.
SMILES,SMARCA2 activ,hcDAF12 agonist,DAX1 inh-1,ADAM10 inh,hgDAF12 agonist,HGIII-sPLA2 inh,DAX1 inh-2,GC-A act,ssDAF-12 act,FXN GAA850 act,NPR2 activator
COc1ccc(-c2cc(-c3ccccc3)nc(N3CCCC3)n2)cc1OC,0.4,1.6,-0.3,-62.5,-3.4,-2.0,-1.0,-3.6,-1.2,3.2,-0.9
CC(C)NS(=O)(=O)c1ccc(NC(=O)C(C)Oc2ccc(C(=O)c3ccccc3)cc2)cc1 (centres undefined),-6.9,-1.2,-1.7,17.2,-2.5,-56.2,-1.5,-2.9,-1.9,-2.1,-0.5
O=C1CC(N2CCN(c3ccc(F)cc3)CC2)C(=O)N1c1ccccc1 (centres undefined),-4.9,-0.9,2.4,-8.2,1.4,5.2,0.0,-0.6,-1.4,-2.2,-0.9
Cc1cc(C)n2nc(C(=O)NCC(=O)Nc3ccc(F)c(F)c3)nc2n1,-0.9,2.0,1.4,-12.0,1.3,1.3,-0.7,0.3,-0.1,1.1,0.2
CN(C)c1cccc(-c2ccnc(N3CCC(C(N)=O)CC3)n2)c1,·,1.0,·,-12.1,7.1,0.2,·,1.5,-0.7,·,-7.5
O=C(Nc1ccc(N2CCCC2)c(Cl)c1)c1ccc2c(c1)OCCO2,-4.6,-0.9,-1.1,8.5,3.2,9.7,-0.9,0.4,-0.7,-1.3,3.4
CC(=O)N1CCN(CC(=O)Nc2c(Cl)ccc(C)c2Cl)CC1,2.0,2.1,-0.7,-4.3,-0.9,3.0,0.3,4.4,-0.9,-1.2,-2.8
CC(=O)NN1C(=O)/C(=C2/Sc3ccccc3N2C)SC1=S,-0.9,3.6,0.6,0.1,-1.9,-0.7,0.0,-3.6,0.1,0.7,-3.7
COc1ccc(S(=O)(=O)N2CCN(C(=O)C3CC(=O)N(c4ccccc4F)C3)CC2)cc1OC (centres undefined),0.0,-1.5,1.3,-12.2,-0.3,-2.6,-0.8,-0.5,-0.7,0.9,2.2
COc1cc(NC(=O)N[C@@H](Cc2ccccc2)C(=O)O)cc(OC)c1,0.8,-0.5,0.6,1.2,-0.1,-4.0,-0.2,-2.1,-1.8,1.2,-0.5

# Reformatted: results already given
# Value order: SMARCA2 activ | hcDAF12 agonist | DAX1 inh-1 | ADAM10 inh | hgDAF12 agonist | HGIII-sPLA2 inh | DAX1 inh-2 | GC-A act | ssDAF-12 act | FXN GAA850 act | NPR2 activator
CC(C)NS(=O)(=O)c1ccc(NC(=O)C(C)Oc2ccc(C(=O)c3ccccc3)cc2)cc1 (centres undefined)
→ -6.9 | -1.2 | -1.7 | 17.2 | -2.5 | -56.2 | -1.5 | -2.9 | -1.9 | -2.1 | -0.5
O=C1CC(N2CCN(c3ccc(F)cc3)CC2)C(=O)N1c1ccccc1 (centres undefined)
→ -4.9 | -0.9 | 2.4 | -8.2 | 1.4 | 5.2 | 0.0 | -0.6 | -1.4 | -2.2 | -0.9
Cc1cc(C)n2nc(C(=O)NCC(=O)Nc3ccc(F)c(F)c3)nc2n1
→ -0.9 | 2.0 | 1.4 | -12.0 | 1.3 | 1.3 | -0.7 | 0.3 | -0.1 | 1.1 | 0.2

# Reprinted at random: three records from the list, in no set order.
SMILES,SMARCA2 activ,hcDAF12 agonist,DAX1 inh-1,ADAM10 inh,hgDAF12 agonist,HGIII-sPLA2 inh,DAX1 inh-2,GC-A act,ssDAF-12 act,FXN GAA850 act,NPR2 activator
CC(=O)N1CCN(CC(=O)Nc2c(Cl)ccc(C)c2Cl)CC1,2.0,2.1,-0.7,-4.3,-0.9,3.0,0.3,4.4,-0.9,-1.2,-2.8
COc1ccc(-c2cc(-c3ccccc3)nc(N3CCCC3)n2)cc1OC,0.4,1.6,-0.3,-62.5,-3.4,-2.0,-1.0,-3.6,-1.2,3.2,-0.9
COc1cc(NC(=O)N[C@@H](Cc2ccccc2)C(=O)O)cc(OC)c1,0.8,-0.5,0.6,1.2,-0.1,-4.0,-0.2,-2.1,-1.8,1.2,-0.5

# Continuation.
SMILES,SMARCA2 activ,hcDAF12 agonist,DAX1 inh-1,ADAM10 inh,hgDAF12 agonist,HGIII-sPLA2 inh,DAX1 inh-2,GC-A act,ssDAF-12 act,FXN GAA850 act,NPR2 activator
CCCCNC(=O)C1(C)CCN1C(=O)c1oc2ccccc2c1C (centres undefined),-1.3,-1.4,·,-0.8,3.0,6.2,1.0,-0.4,-1.2,-0.8,-3.4
O=C(Cc1ccccc1F)NC1CCCc2ccccc21 (centres undefined),-0.9,-1.7,-1.2,5.0,-1.0,0.0,0.4,2.6,-1.2,-0.8,2.4
Cc1ccc(-c2ccc(=O)n(CC(=O)NCc3ccco3)n2)cc1,-2.1,0.1,-0.6,-3.7,2.1,3.9,-1.3,2.7,-1.7,1.8,7.2
Cc1cc2c(s1)c1cnn(Cc3cc(F)ccc3F)c(=O)c1n2C,·,-0.7,·,0.8,-1.6,2.2,·,-1.6,-1.6,·,-7.2
COC(=O)c1nc2n(n1)C(c1ccccc1OC)C1=C(CCCC1=O)N2 (centres undefined),0.6,-0.5,0.1,-2.4,-0.6,-2.9,-0.2,-10.7,-1.4,-2.7,-15.2
Cc1ccccc1NC(=O)CN(C)S(=O)(=O)c1ccc2c(c1)n(C)c(=O)c(=O)n2C,0.2,-0.4,0.8,-36.7,-3.0,-1.0,-0.3,0.0,-1.3,2.0,1.4
CN(CC(=O)Oc1ccc(-c2nnco2)cc1)S(=O)(=O)c1ccc(F)cc1,0.1,0.7,2.1,-2.1,-1.2,-0.7,2.1,2.5,0.1,0.8,-6.3
Cc1ccc2c(c1)C1CN(C)CCC1N2C(=O)c1ccccc1NS(=O)(=O)c1cccc(C(F)(F)F)c1 (centres undefined),-2.4,-1.4,-1.1,2.6,-0.8,-32.4,0.1,-3.9,-0.7,1.1,-4.2
C[C@@H]1CN([C@@H](C)CO)C(=O)CCCn2cc(nn2)CO[C@H]1CN(C)C(=O)Nc1ccc2c(c1)OCO2,-0.4,0.4,·,-19.6,2.9,6.7,-0.2,-0.1,-1.0,·,-0.1
Cc1cc(NS(=O)(=O)c2ccc(NC(=O)c3cccc(OC(F)F)c3)cc2)nc(C)n1,1.4,-0.8,·,-1.7,-0.3,-10.8,1.1,-4.0,-1.2,0.3,3.4
CCCCCCn1cc(CN2CC(N(C)C)CS2(=O)=O)nn1 (centres undefined),0.9,-1.0,·,-6.5,-2.3,1.9,1.1,3.0,-0.6,·,1.1
CC(=O)N1N=C(c2ccccc2)CC1c1ccccc1 (centres undefined),-1.5,1.4,-0.2,6.0,-1.1,14.2,-0.1,-5.4,-0.8,1.4,0.6
COc1ccc(-c2csc(N3C(=N)SCC3=O)n2)cc1,6.8,6.4*,1.7,-5.1,13.1*,-5.8,6.9*,7.3,0.4,10.4*,0.1
O=C(O)CCN1C(=O)C2C3c4ccccc4C(c4ccccc43)[C@@H]2C1=O (some centres undefined),-1.0,-1.1,1.8,-6.0,2.0,-1.6,0.2,-0.2,-0.8,3.0,-0.7
COc1cc(OC)cc(-c2c(-c3ccc(F)cc3)c3cc(-c4ccc5c(c4)OCCO5)ccc3n2C)c1,0.6,0.1,-0.1,-19.6,1.1,6.2,1.2,3.5,-1.4,-1.7,0.9
COc1cc2cc(C(c3nnnn3C3CCCC3)N3CCCCCC3)c(=O)[nH]c2cc1OC (centres undefined),1.2,-2.2,-0.1,i,0.3,-6.1,-0.2,-0.7,-1.2,-4.0,-5.5
COc1ccc(OC)c(C(=O)NC(CC(N)=O)c2ccc(NCC3CC3)c([N+](=O)[O-])c2)c1 (centres undefined),0.1,-1.6,1.7,-15.7,-1.8,5.9,0.3,2.2,-1.3,1.5,2.3
CSC1=NCCN1C(=O)c1c(F)cccc1F,-5.5,-2.2,0.1,-0.6,-1.1,6.8,0.1,1.1,-0.6,2.3,4.5
O=C(/C=C/c1ccc(Cl)cc1)NCc1ccco1,2.6,-0.8,1.3,-3.9,4.2,2.8,0.2,1.4,-1.1,3.9,-2.4
CCOc1ccc(C(=O)O/N=C(\N)c2ccc([N+](=O)[O-])cc2)cc1OCC,0.2,-0.2,1.0,-9.9,-2.5,6.1,0.4,-1.0,-1.3,1.3,-1.3
O=C(OCCc1cc2ccccc2c(=O)o1)c1cccs1,1.7,0.4,2.0,-7.2,2.1,-1.9,-0.5,-7.2,-0.9,3.2,-5.9
COCc1ccc(C(=O)N(C)CC2CCCN(CCc3ccc(Cl)cc3)C2)o1 (centres undefined),-0.7,-1.2,-0.2,-1.6,-2.3,-3.2,-0.1,-1.6,-1.2,1.5,-1.1
COc1cccc(/C=N/NC(=O)C(=O)N2CCCC2)c1O,3.4,-1.8,0.5,-0.5,2.9,-8.3,0.2,-2.1,-1.3,0.4,-1.6
S=C(Nc1cc(Cl)cc(Cl)c1)NC1CCN(Cc2ccccc2)CC1,-4.0,0.0,0.0,10.5,-1.3,-11.8,-2.6,-1.0,-1.1,-0.5,-2.3
COc1ccc(CNC(=O)CSC(=S)N2CCCC2)cc1,-1.8,-1.3,1.0,0.1,-1.6,10.1,0.5,0.1,-1.0,3.6,-1.1
CCCCNC(=O)N(O)C1N(/N=C/c2ccccc2F)C(=S)SC1(C)C (centres undefined),-3.1,0.3,-1.1,1.8,-2.1,1.8,0.2,-4.6,-1.1,8.4*,-3.6
CC(C)C(NS(=O)(=O)c1ccccc1)C(=O)N1CCCC1 (centres undefined),-0.8,-1.9,-0.9,3.5,0.8,-2.8,-0.5,0.8,-1.3,-1.0,0.9
O=C(CSc1nnnn1-c1ccccc1)NC(=O)NCc1ccco1,-2.0,-1.9,1.5,13.6,0.9,-21.9,0.7,2.7,-0.8,2.0,-3.1
CC1CN(C(=O)COC(=O)c2cccc(S(=O)(=O)N3CCc4ccccc43)c2)CC(C)O1 (centres undefined),-1.7,0.1,-0.1,-9.2,3.3,-4.6,-0.3,-0.1,-0.9,0.6,-1.3
CCCc1nc2ccc(Cl)cn2c1Cc1ccccc1,-4.2,2.0,·,-53.4,8.0,6.4,0.7,-0.8,-0.5,·,-2.1
COc1ccccc1-c1cc(NC=O)c2ncc(-c3cccc(C(C)=O)c3)n2c1,-0.3,-1.9,·,-0.9,-2.6,-0.9,-0.3,-1.9,-1.4,-0.9,0.6
C=CCCC1CN(Cc2ccc(OC)cc2)S(=O)(=O)c2c(Oc3ccc(F)cc3OC)cccc2O1 (centres undefined),-4.7,-1.5,·,-13.5,2.3,10.8,-1.6,-2.0,-0.9,·,1.9
CCCCC1CCC(C(=O)N(CC(C)C)c2c(N)n(CCCC)c(=O)[nH]c2=O)CC1 (centres undefined),-2.3,1.0,1.6,-2.0,1.9,0.2,1.2,1.4,-1.1,3.5,2.1
O=C(NCCCN1CCCC1=O)C1CCN(S(=O)(=O)c2c(Cl)cccc2Cl)CC1,0.9,-0.7,3.0,-12.8,-2.0,6.9,1.4,3.1,-0.8,-0.4,4.3
Cc1ccc(CCN2CC(C(=O)NCCC(C)C)CC2=O)cc1 (centres undefined),2.3,-0.8,-1.7,-0.3,0.7,-4.3,0.1,-0.2,-0.8,-2.4,7.6
